# Assay outcomes as filed in PubChem BioAssay.
# GLP-1R agonist: activates the human GLP-1 receptor; HEK293 GLP-1R CRE-luciferase, luminescence, 4-6 h; cells express a hypersensitive GLP-1R form; Potency, µM (top dose mostly 45.6 µM), inactives show at the top dose activation, hits mostly activators; 380,000 compounds, 0.007% hits; further: % of control where 0% means no effect
# Target sequence (P43220 whole entry, looked up): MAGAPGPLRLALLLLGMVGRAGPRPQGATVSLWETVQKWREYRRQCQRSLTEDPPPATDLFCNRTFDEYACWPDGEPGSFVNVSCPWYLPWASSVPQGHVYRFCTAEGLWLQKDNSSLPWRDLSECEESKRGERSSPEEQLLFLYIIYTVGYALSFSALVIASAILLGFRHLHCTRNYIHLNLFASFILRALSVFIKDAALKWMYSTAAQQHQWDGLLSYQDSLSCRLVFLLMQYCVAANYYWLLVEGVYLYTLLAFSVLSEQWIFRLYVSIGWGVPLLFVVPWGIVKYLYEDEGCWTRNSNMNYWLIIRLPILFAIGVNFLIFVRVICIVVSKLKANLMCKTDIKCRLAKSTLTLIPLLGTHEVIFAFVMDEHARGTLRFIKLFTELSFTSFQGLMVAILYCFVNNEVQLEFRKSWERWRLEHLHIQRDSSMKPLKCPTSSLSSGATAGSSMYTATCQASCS
# SW480 rerep: induces DNA re-replication in SW480 colon adenocarcinoma cells | Potency, µM (titrated, usually from 46.1 µM), for the others: top-dose re-replication activation, actives largely listed as activators | SW480 DNA re-replication, Hoechst DNA content imaging, 48 h | 340,000 compounds, 1.8% hits; further: % of control where 0% means no effect; nearly all actives have a fitted effect of over 55% in size
#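 Compounds, transferred as 23 nL by pin tool, were incubated with cells for 48 hr; DNA content per nucleus was then quantified by Hoechst staining and fluorescence plate imaging.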
# KB-V1 cytotox: KB-V1 MDR subline cytotoxicity; KB-V1 MDR cells viability, CellTiter-Glo, 72 h; Potency, µM (series often up to 46.1 µM), inactives show at the highest dose activity change, negative = cytotoxicity, most hits filed as cytotoxic; 400,000 compounds, 3.4% hits; AID 1347076; further: on the % scale 0 is the no-effect control and ±100 the full control effect; nearly all actives have a fitted effect of over 60% in size
#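 KB-V1 MDR subline cells in DMEM (phenol-red free, 10% FBS) exposed to compounds in qHTS concentration series for 72 h at 37 degrees C. Viability read by CellTiter-Glo luminescence; concentration-effect curves fitted after normalization and correction.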
# GLP1R cytotox: cytotoxicity in counter-screen for GLP-1R inverse agonists; HEK293 cAMP-luciferase reporter cells, luminescence, 24 h; Potency, µM (titrated, usually from 38.3 µM), for the others: top-dose activity change, negative = inhibition, usual class: inhibitors; 410,000 compounds, 0.13% hits; AID 624418;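 further: loss of luciferase light is scored as toxicity; on the % scale 0 is the no-effect control and ±100 the full control effect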
#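 MLSMR compounds, 24 hr on cells at 37 deg C/5% CO2; luminescence after luciferase reagent (12 min RT). Inhibition counted as the undesired cytotoxic outcome.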
# TDP-43 yeast inh: inhibitors of TDP-43 toxicity in yeast; TDP-43 expressing yeast growth rescue, BacTiter-Glo, 24 h; Potency, µM (titrated, usually from 46.1 µM), inactives show at the top dose growth rescue (activation), actives largely listed as activators; 410,000 compounds, 1.8% hits; AID 652104; further: % of control where 0% means no effect; nearly all actives have a fitted effect of over 50% in size
#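 Galactose-induced TDP-43 yeast, OD600=0.02, compound pinned; 24 hr, 30 deg C; BacTiter-Glo luminescence for growth. Inhibitors of TDP-43 toxicity read as activators.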
# HT1080 IDH1KD tx: HT-1080 IDH1 knockdown cell toxicity (counter line); HT-1080 IDH1 knockdown viability, ATP luminescence, 48 h; Potency, µM (highest dose often 46.1 µM), for the others: top-dose activity, negative = toxicity, actives largely listed as cytotoxic; 360,000 compounds, 2% hits; AID 686971;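 further: 0% = DMSO wells and -100% = cell-free medium wells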
#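 Luminescent ATP read-out (CellTiter-Glo, 10 min at room temperature) after 48 h compound exposure at 37 °C gave viability of IDH1-knockdown HT-1080 cells. Activity was normalised to DMSO and cell-free wells, then fitted as concentration-response curves.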
# GLP-1R inv ag: acts as inverse agonist at human GLP-1 receptor | 410,000 compounds, 1.6% hits | AID 624417 | HEK293 GLP-1R CRE-luciferase, luminescence, 24 h; GLP-1R form is constitutively active | Potency, µM (highest dose often 38.3 µM), for inactives: at the top dose activity change, negative = inhibition, actives largely listed as inhibitors | P43220; further: on the % scale 0 is the no-effect control and ±100 the full control effect; nearly all actives have a fitted effect of over 55% in size
#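 Seeding at 200 cells/uL, 12 h culture, 24 hr compound treatment, then luciferase reagent and a luminescence read; cells are HEK293 stably expressing a constitutively active GLP-1R plus cAMP-responsive luciferase.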
# KB-3-1 cytotox: kills parental KB-3-1 adenocarcinoma cells; KB-3-1 viability, CellTiter-Glo ATP luminescence, 72 h; Potency, µM (highest dose often 46.1 µM), without a hit: top-dose activity change, negative = cytotoxic, usual class: cytotoxic; 400,000 compounds, 1.4% hits; AID 1347075; further: on the % scale 0 is the no-effect control and ±100 the full control effect; nearly all actives have a fitted effect of over 60% in size
#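 Parental KB-3-1 viability, qHTS format: 72 h compound exposure, 37 °C; CellTiter-Glo; media-only wells and DMSO plates as controls; concentration-effect fits on corrected data.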
# HT1080-NT tox: kills 2HG-producing HT-1080-NT fibrosarcoma cells. 360,000 compounds, 1.6% hits. Potency, µM (series often up to 46.1 µM), inactives show top-dose activity, negative = less viability, hits mostly cytotoxic. HT-1080-NT fibrosarcoma viability, CellTiter-Glo ATP luminescence, 48 h;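 further: NT is the 2HG producing partner of a matched IDH1 knockdown line; 0% = DMSO-treated cells and -100% = media-only wells without cells; nearly all actives have a fitted effect of over 55% in size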
#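 Compounds were tested in concentration-response format on HT-1080-NT cells for 48 hours at 37 degrees C. Cell viability came from CellTiter-Glo luminescence; curves were classified by r2, response magnitude and activity.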
# Active calls of the source: *; ? = inconclusive; . = no result given; & = joins results of further samples; [ ] = dose if it differs, or a comment. The call rests on the fitted dose curve; in most records, active means well fitted curve in the direction sought with a large enough effect; inconclusive means small, poorly fitted or top-dose-only effect, or another doubt; inactive means no such curve, though single readings can be large; an effect the other way counts as inactive or inconclusive. Potency means the concentration at half of the fitted maximal effect.
SMILES,GLP-1R agonist,SW480 rerep,KB-V1 cytotox,GLP1R cytotox,TDP-43 yeast inh,HT1080 IDH1KD tx,GLP-1R inv ag,KB-3-1 cytotox,HT1080-NT tox
COc1ccccc1CNc1nc(NCc2ccc3occc3c2)c2sccc2n1,4%,.,-3%,?,7%,?,?,-2%,16µM*
Cc1cccc(OCCC(=O)NCC(=O)Nc2cccc(C)c2C)c1,-3%,-5%,1%,-11%,13%,-10%,-19%,17%,-2%
COc1cc2c3nnc(-c4ccc(F)cc4)c-3cn(Cc3ccc(C)cc3)c2cc1OC,3%,1%,6%,-4%,11%,-14%,-6%,?,-1%
CCC(C)(C)NC(=O)C(c1ccccc1)N(Cc1cccnc1)C(=O)c1csnn1 (configuration not stated),-1%,-4%,13µM*,8%,12%,13%,3%,19%,6%
COc1cc2c(cc1OC)C(C)N(C(=O)c1cccc([N+](=O)[O-])c1)CC2 (configuration not stated),2%,1%,?,17%,13µM*,-27%,9%,2%,-9%
Cc1cccc(OCc2ccc(-c3nc(C#N)c(N4CCC(C(N)=O)CC4)o3)o2)c1,.,.,0%,-8%,-13%,.,-15%,0%,.
Cc1ccc(NC(=O)CN(C)C(=O)c2ccc(Cl)nc2)cc1,4%,1%,19%,16%,-10%,16%,1%,?,22%
O=C(NC(=S)NC(CO)Cc1ccccc1)c1ccc(F)cc1 (configuration not stated),7%,-5%,14%,4%,?,7%,?,13%,7%
CC(C)C(NS(=O)(=O)c1ccccc1F)C(=O)N1CCc2ccccc2C1 (configuration not stated),13%,-3%,-2%,5%,8%,-1%,14%,3%,3%
Cc1cc(C)c2c3c(c(-c4ccccc4)n2n1)c(=O)n(C)c(=O)n3C,8%,-13%,-5%,-7%,-18%,11%,8%,6%,20%

# 2 entries from above, with two lines to a compound.
# Values in the order: GLP-1R agonist, SW480 rerep, KB-V1 cytotox, GLP1R cytotox, TDP-43 yeast inh, HT1080 IDH1KD tx, GLP-1R inv ag, KB-3-1 cytotox, HT1080-NT tox
CCC(C)(C)NC(=O)C(c1ccccc1)N(Cc1cccnc1)C(=O)c1csnn1 (configuration not stated)
 : -1%, -4%, 13µM*, 8%, 12%, 13%, 3%, 19%, 6%
COc1cc2c(cc1OC)C(C)N(C(=O)c1cccc([N+](=O)[O-])c1)CC2 (configuration not stated)
 : 2%, 1%, ?, 17%, 13µM*, -27%, 9%, 2%, -9%

# More entries:
SMILES,GLP-1R agonist,SW480 rerep,KB-V1 cytotox,GLP1R cytotox,TDP-43 yeast inh,HT1080 IDH1KD tx,GLP-1R inv ag,KB-3-1 cytotox,HT1080-NT tox
Cc1c(C)c2ccc(OCC(=O)N3CCC(C(=O)O)CC3)c(C)c2oc1=O,?,-98%[inhibitor],28%,-5%,12%,5%,?,0%,4%
Cc1ccc2c(c1)NCC(C(=O)NC1CCC(C)CC1)O2 (configuration not stated),15%,-8%,?,6%,-9%,4%,-11%,-3%,0%
O=C(O)CCC(NC(=S)Nc1ccccc1)C(=O)O (configuration not stated),-2%,1%,15%,-13%,-8%,-10%,-9%,-4%,4%
Cc1nnc2n(Cc3ccccc3)c(=O)c3c4c(sc3n12)COC(C(C)C)C4 (configuration not stated),11%,-5%,?,0%,-6%,-1%,15%,?,3%
Cc1cc(NC(=O)C(C)SCC(=O)N(C)CC(=O)Nc2ccccc2Br)no1 (configuration not stated),0%,14%,-1%,-4%,-3%,-4%,0%,-3%,-9%
CCOC(=O)/C=C1\SCC(=O)N1CC(=O)NC(c1ccccc1)c1ccccc1,-8%,5%,6.5µM*,10%,2%,9%,0%,5%,-1%
CCCn1nnnc1NC(=O)COc1ccc(Cl)c(C)c1,-13%,.,-23%,-9%,28%,11%,10%,-9%,9%
c1ccc(-c2ccccc2-c2nc(-c3cccnc3)no2)cc1,?,26%,-11%,7%,?,5%,?,-10%,-2%
Cc1cc(NS(=O)(=O)c2ccc(NC(=O)C(C)N3C(=O)c4ccccc4C3=O)cc2)nc(C)n1 (configuration not stated),1%,-1%,-1%,5%,-17%,11%,1%,2%,3%
O=C(NC1CCCc2c1cnn2-c1ccc(F)cc1F)c1cnccn1 (configuration not stated),4%,-13%,?,?,-9%,-18%,-16%,-1%,-1%
Cc1cc(C)cc(NC(=O)C(OC(=O)c2cccs2)c2ccccc2)c1 (configuration not stated),8%,-2%,-5%,3%,4%,-5%,10µM*,-3%,-1%
COc1ccc(CC(=O)Nc2ccc(S(=O)(=O)Nc3ncccn3)cc2)cc1OC,9%,16µM*,-4%,8%,0%,16%,1%,1%,-4%
COc1ccccc1N(CC(=O)NC1CCCCC1)C(=O)c1csnn1,0%,-3%,?,-4%,6%,2%,5%,4%,13%
O=C(CN1CCCC1=O)NC1(C(F)(F)F)NC(=O)N(Cc2ccccc2)C1=O (configuration not stated),-1%,-7%,-2%,-19%,-3%,0%,-10%,5%,6%
C/C(=N\NC(=O)CSCc1ccccc1Cl)c1cc(O)ccc1O,17%,?,6%,?,9%,-17%,?,-18%,-17%
O=C(NCC1CCCO1)c1cnc(Cl)c(Cl)c1 (configuration not stated),3%,2%,?,6%,4%,12%,17%,3%,8%
COC(=O)[C@]12CCCCC=C1N(Cc1ccc(Cl)cc1Cl)C(=O)[C@H](CC(=O)N1CCSCC1)C2,-1%,.,-7%,1%,8%,-24%,?,-20%,-14%
COc1ccc([N+](=O)[O-])cc1CN1CCN(c2ncc(Cc3ccccc3)cn2)CC1,.,.,7.3µM*,3%,-5%,?,?,?,?
CCN(CC)S(=O)(=O)c1nnc(NC(=O)COc2cccc(C)c2)s1,.,.,15%,3%,7%,.,9%,-7%,.
O=C1C=C(c2ccc(Oc3ccccc3)cc2)C[C@@H](c2ccc(Cl)cc2)C1,-5%,4%,6%,1%,9%,7%,?,-9%,3%
COc1ccc(S(=O)(=O)c2nnn(-c3cccc(Cl)c3)c2N)cc1,6%&-3%,-6%,-9%&17%,4%&11%,?,-4%,-26%&-25%,-19%&-2%,-8%
CN1C(=O)c2cccc3c(S(=O)(=O)Nc4ccccn4)ccc1c23,21%,-9%,0%,9%,-9%,-19%,-2%,-10%,4%
COc1ccc(N2CS(=O)CC2=O)cc1 (configuration not stated),13%,0%,11%,-22%,13%,8%,0%,6%,-4%
CC(C)n1nnnc1C1c2ccccc2C(=O)N1Cc1ccc(F)cc1 (configuration not stated),20%,.,-30%,2%,0%,6%,24%,5%,1%
CC12CCC(=O)N1C(C(=O)Nc1nc(-c3cc(F)ccc3F)cs1)CS2 (configuration not stated),18%,-56%[inhibitor],-1%,5%,-12%,-7%,?,-12%,-19%
Cc1ccccc1CS(=O)(=O)Cc1ccc(C(=O)NCc2ccco2)o1,2%,-10%,?,14%,-13%,0%,-6%,9%,4%
NNC(=O)c1ccc2ccccc2n1,-2%,0%,3%,3%,2%,0%,4%,4%,-1%
COCc1c(C(=O)NCC2COc3ccccc3O2)oc2ccccc12 (configuration not stated),14%,-18%,-18%,0%,32µM*,-1%,?,5%,1%
S=C(NCc1ccccc1)Nc1nccs1,15%,13%,-11%,?,?,5%,28%,-1%,7%
COc1ccc(C)cc1NC(=O)Nc1ccc2c(c1)CCC2,-3%,-9%,5%,0%,6%,0%,?,-3%,-5%

# An excerpt from above in order of their number in GLP-1R agonist, rising:
SMILES | GLP-1R agonist
CCOC(=O)/C=C1\SCC(=O)N1CC(=O)NC(c1ccccc1)c1ccccc1 | -8%
Cc1cc(NC(=O)C(C)SCC(=O)N(C)CC(=O)Nc2ccccc2Br)no1 (configuration not stated) | 0%
Cc1nnc2n(Cc3ccccc3)c(=O)c3c4c(sc3n12)COC(C(C)C)C4 (configuration not stated) | 11%

# The results go on.
SMILES,GLP-1R agonist,SW480 rerep,KB-V1 cytotox,GLP1R cytotox,TDP-43 yeast inh,HT1080 IDH1KD tx,GLP-1R inv ag,KB-3-1 cytotox,HT1080-NT tox
Cn1c(CNC2CCCCC2)nc2ccccc21,8%,3%,22%,0%,3%,0%,-15%,4%,-3%
COc1ccc(S(=O)(=O)N2CCC(n3cnc4ccccc43)CC2)cc1,10%,3%,-11%,15%,-19%,-12%,-17%,-9%,-16%
CCOc1ccc(C(=O)CCC(=O)Nc2ncccc2O)cc1,-14%,0%,-5%,10%,?,0%,0%,?,7%
O=C(c1ccncc1)N1N=C2CCCCCC2C1(O)C(F)(F)F (configuration not stated),0%,2%,0%,5%,14%,1%,1%,-3%,3%
CCC(C)N(C(=O)COc1ccc(NC(C)=O)cc1)C1CCS(=O)(=O)C1 (configuration not stated),-4%,-4%,13%,3%,29%,1%,5%,1%,10%
O=C(CN1C(=O)/C(=C\c2ccccc2Br)Oc2ccccc21)NCCCN1CCOCC1,13%,-4%,27%,0%,?,-6%,?,-6%,-15%
O=C(c1ccc(Br)cc1)N1CCC2(CC1)NCCc1[nH]cnc12,1%,-3%,?,0%,-5%,-2%,-2%,15%,-2%
C#CCNC(=O)C1=C[C@@H](C2CCCCC2)[C@H](CCCO)[C@@H](OCC)O1,-4%,-4%,-5%,2%,5%,1%,?,3%,0%
COc1cc(C2C(C#N)=C(N)OC3=C2C(=O)CC(C)(C)C3)cc([N+](=O)[O-])c1O (configuration not stated),9%,-5%,12%,-20%,1%,17%,2%,5%,-4%
CCCCN(CC)S(=O)(=O)c1ccc(C(=O)N(CCCN(C)C)c2nc3cc(C)cc(C)c3s2)cc1,11%,-43%[inhibitor],26µM*,?,-3%,?,?,?,21µM*
CCOc1cc(CNn2cnnc2)cc(Br)c1OCC(=O)NC1CCCCC1,9%,-4%,8%,-21%,-6%,-19%,7%,-16%,0%
O=C(NCCc1ccccc1)C1CCC(=O)N(Cc2ccc(Cl)cc2)C1 (configuration not stated),6%,-6%,?,-2%,9%,2%,-14%,-4%,-2%
Cc1cc(NC(=O)CN2C(=O)NC(C)(c3ccc(OC(F)F)cc3)C2=O)no1 (configuration not stated),-7%,1%,0%,-15%,2%,1%,17%,16%,0%
CCOc1ccc(NS(=O)(=O)c2ccc(C(=O)NCC(c3ccco3)N3CCCCC3)cc2)cc1 (configuration not stated),-2%,.,-24%,-21%,20%,?,?,-18%,-17%
